FEN1 inh – inhibitors of human flap endonuclease 1; P39748; Recombinant FEN1 flap cleavage, fluorescence, 15 min; Potency, µM (highest dose often 114 µM), without a hit: top-dose activity change, negative = inhibition, usual class: inhibitors; 0.35% of 390,000 active; further: nearly all actives have a fitted effect of over 65% in size
Target sequence (P39748 whole entry, looked up): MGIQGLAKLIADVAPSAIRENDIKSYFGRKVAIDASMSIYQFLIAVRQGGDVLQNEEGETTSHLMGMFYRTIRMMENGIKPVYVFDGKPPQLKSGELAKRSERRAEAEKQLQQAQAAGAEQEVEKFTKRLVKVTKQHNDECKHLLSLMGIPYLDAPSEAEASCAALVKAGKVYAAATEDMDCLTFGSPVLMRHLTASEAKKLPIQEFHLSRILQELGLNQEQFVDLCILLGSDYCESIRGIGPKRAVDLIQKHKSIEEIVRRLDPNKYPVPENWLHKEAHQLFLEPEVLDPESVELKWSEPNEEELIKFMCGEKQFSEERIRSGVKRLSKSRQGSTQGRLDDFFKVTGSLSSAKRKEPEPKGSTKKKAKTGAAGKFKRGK
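With each library titrated from low to high concentration, compounds met 10 nM FEN1 for 15 min at room temperature before 50 nM substrate was added; readings at 0 and 15 min fed four-parameter Hill curve fits.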
N370S GC mod – inhibitors or activators of N370S glucocerebrosidase for Gaucher disease; AID 2101; Potency, µM (highest dose often 59.4 µM), without a hit: top-dose activity change, negative = inhibition, hits mostly inhibitors; N370S GC spleen homogenate, 4MU-glucoside fluorescence; P04062; 0.092% of 330,000 active;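 further: 0% = full enzyme activity and -100% = no enzyme basal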
TDP1 inh – TDP1 (human) enzyme inhibition; AID 485290; recombinant TDP1, AlphaScreen DNA substrate cleavage; Q9NUW8; Potency, µM (series often up to 130 µM), for the others: top-dose activity change, negative = inhibition, actives largely listed as inhibitors; 0.28% of 350,000 active; further: nearly all actives have a fitted effect of over 40% in size
Target sequence (Q9NUW8 whole entry, looked up): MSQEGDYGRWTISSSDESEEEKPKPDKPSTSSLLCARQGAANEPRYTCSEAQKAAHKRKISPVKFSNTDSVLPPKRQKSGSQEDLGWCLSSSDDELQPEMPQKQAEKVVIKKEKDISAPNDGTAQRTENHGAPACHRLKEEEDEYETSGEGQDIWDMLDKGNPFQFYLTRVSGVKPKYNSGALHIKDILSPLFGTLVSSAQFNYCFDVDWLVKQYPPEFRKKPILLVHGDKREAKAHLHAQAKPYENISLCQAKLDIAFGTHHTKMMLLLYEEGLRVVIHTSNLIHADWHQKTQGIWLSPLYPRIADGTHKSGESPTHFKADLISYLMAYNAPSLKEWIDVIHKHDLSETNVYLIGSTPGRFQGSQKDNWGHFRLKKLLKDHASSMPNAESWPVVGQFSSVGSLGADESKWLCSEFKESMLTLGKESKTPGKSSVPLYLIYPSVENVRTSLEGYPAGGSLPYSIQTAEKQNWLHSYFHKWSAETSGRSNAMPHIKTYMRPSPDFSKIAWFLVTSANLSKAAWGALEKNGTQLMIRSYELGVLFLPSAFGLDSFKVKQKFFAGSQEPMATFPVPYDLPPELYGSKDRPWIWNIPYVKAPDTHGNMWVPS
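Here, a 5' biotin and 3' phosphotyrosine-FITC DNA oligonucleotide reports Tdp1 activity: intact substrate bridges AlphaScreen beads, while cleavage leaves a 3' phosphate and drops signal. All incubations at room temperature.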
* = called active by the depositor; ? = inconclusive; . = not tested or not shown; & = joins results of further samples; [ ] = dose if it differs, or a comment. The call rests on the fitted dose curve; in most records, active means well fitted curve in the direction sought with a large enough effect; inconclusive means small, poorly fitted or top-dose-only effect, or another doubt; inactive means no such curve, though single readings can be large; an effect the other way counts as inactive or inconclusive. Unless noted, on the % scale 0 is the no-effect control and ±100 the full control effect; potency means the concentration at half of the fitted maximal effect.

Order of values: FEN1 inh	N370S GC mod	TDP1 inh
> CCCn1c(SCC(=O)NCCc2ccc(OC)c(OC)c2)nc2c1c(=O)n(C)c(=O)n2C
    2.0%	6.0%	3.1%
> C[C@H](CO)N1C[C@H](C)[C@@H](CN(C)S(=O)(=O)c2ccccc2)Oc2c(NC(=O)NC3CCCCC3)cccc2C1=O
    14.8%	.	1.4%
> c1ccc(-c2nc3ccccc3[nH]2)nc1
    0.1%	-6.2%	0.0%
> CCOC(=O)C1CCN(CC(=O)Nc2ccc(OC)c(Cl)c2)CC1
    1.1%	0.2%	-7.7%
> C=C(C)C(O)/C=C/c1ccc(C)cc1 (stereo not drawn)
    .	18.0%[12.8 µM]	2.6%[21 µM]
> CSc1ccccc1NC(=O)C1=CC(c2ccc(C)cc2)=NS(=O)(=O)N1C
    -5.3%	13.9%	.
> Cc1ccc(NC(=O)Nc2nnc(SCC(=O)N3CCC(C)CC3)s2)cc1
    -9.8%	.	2.6%
> Cc1ccccc1NC(=O)/C(=C/c1ccccc1)c1ccccc1
    -2.5%	6.9%	-2.5%
> COc1cccc(CC2(CO)CCN(Cc3cnc(-c4cccc(C)c4)nc3)CC2)c1
    1.0%	18.7%	2.6%
> COc1ccc(NC(=S)N2CCC(N(C)CCN3CCOCC3)CC2)cc1
    -3.7%	-1.3%	2.3%
> COc1cc2c3c(c1)C1(C(=O)N3C(C)(C)C=C2C)C(C#N)=C(N)Oc2cc(C)oc(=O)c21 (stereo not drawn)
    -2.5%	8.6%	6.2%
> COC(=O)c1sc(C(=O)OC)c(C(=O)OC)c1C(=O)OC
    -4.1%	15.6%	3.8%
> CCC(C)Sc1cc(-c2nc3ccc(Cl)cn3c2NC2CCCCC2)ccc1OC (stereo not drawn)
    -28.5%	.	1.3%
> Cc1cc(C)c(NC(=O)CSc2ccc(-c3sc(-c4ccccc4)nc3C)nn2)c(C)c1
    -3.3%	.	-7.7%
> COc1ccc(OCC(=O)NCC(c2ccc(Cl)cc2)N2CCCCC2)cc1 (stereo not drawn)
    -1.5%	.	0.5%
> O=C1CC(N2CCN(c3ccc(C(=O)c4ccc(F)cc4)cc3)CC2)C(=O)N1 (stereo not drawn)
    4.1%	-11.9%	8.7%
> CCOC(=O)COc1ccc2c(c1)C(=O)CC(C)(c1cccnc1)O2 (stereo not drawn)
    -2.8%	27.7%	4.7%
> CCOc1ccc(-n2c(=O)c3c(C)c(C)sc3n(CC(=O)C(C)(C)C)c2=O)cc1
    -2.9%	.	-1.8%
> Cc1cc(C)nc(SCC(=O)Nc2cccc(S(=O)(=O)N(C)C)c2)n1
    -5.3%	-0.5%	2.6%
> O=C(NCCN1CCN(C(=O)Nc2ccccc2)CC1)Nc1ccccc1
    -17.3%	-0.1%	-2.9%
> Cc1ccc(C(O)P(=O)(OC(C)C)c2ccc(N(C)C)cc2)cc1 (stereo not drawn)
    -4.8%	5.0%	2.8%
> CCn1ncc(Br)c1C(=O)Nc1cc(C(=O)OC)ccc1C(=O)OC
    -4.5%	-12.7%	4.5%
> CC(NC(=O)N1CCOCC1)c1ccccc1 (stereo not drawn)
    1.9%	-19.0%	.
> CCOc1cc(S(=O)(=O)Nc2ccc(Cl)cn2)ccc1F
    -14.8%	-1.1%	2.2%
> COc1ccc(OC)c(CNC(=O)Cc2ccc(NC(=O)N3CCSc4ncccc43)cc2)c1
    -10.4%	.	-2.8%
> Cc1nc2[nH]c(=S)n(C)c(=O)c2nc1C
    -0.3%	-0.3%	0.0%
> CC1CCN(S(=O)(=O)c2ccc3[nH]ccc3c2)CC1
    -7.3%	.	-5.2%
> CN(CCN1CCc2ccccc2C1)Cc1nc(Cc2ccccc2F)no1
    -3.6%	8.3%	-2.7%
> O=C(NC(=S)Nc1nc2c(ccc3ccccc32)s1)c1cccs1
    -6.8%	4.0%	3.4%
> COc1ccc(NC(=O)CN(C)C(=O)COc2ccccc2Cc2ccccc2)cc1
    -6.4%	.	-0.1%
> CN(CCc1ccccn1)C(=S)Nc1ccc(Cl)c(Cl)c1
    -11.3%	?	5.5%
> Cn1nnnc1SCC1=C(C(=O)O)N2C(=O)[C@@H](NC(=O)[C@H](O)c3ccccc3)[C@H]2SC1
    ?	2.2%	15.8µM*
> COc1cccc(-c2nc(CS(=O)(=O)CC(=O)N3CCN(C4CCCCC4)CC3)c(C)o2)c1
    -15.4%	1.8%	3.3%
> CCc1ccc(Nc2nnc(SCC(=O)Nc3ccc(C(=O)O)cc3)s2)cc1
    -4.1%	3.3%	8.7%
> COc1ccc(Cl)cc1NC(=O)c1nnn(CC(=O)Nc2ccc(OC)c(OC)c2)c1N
    -1.8%	-22.7%	-6.3%
> O=C(O)c1ccc(-c2ccccn2)s1
    5.8%	19.9%	-2.5%
> COc1ccc2cc(C(=O)/C=C/c3cc(OC)c(O)c(OC)c3)ccc2c1
    ?	8.7%	.
> CCNS(=O)(=O)c1ccc(NC(=O)Cn2nc(C(F)(F)F)cc2C)cc1
    5.4%	2.1%	3.9%
> Cc1ccc(Cl)cc1N1CCN(C(=O)c2ccc3c(c2)N(Cc2ccccc2F)C(=O)c2ccccc2S3=O)CC1 (stereo not drawn)
    -3.3%	.	1.2%
> O=C(COc1ccccc1)NCCS(=O)(=O)N1CCN(c2ccccc2)CC1
    0.4%	-7.7%	0.9%
> Cc1cccc(C)c1NC(=O)CNCC(=O)Nc1c(C)cccc1C
    -3.6%	-14.2%	.
> Cc1cccc(N2CCN(C(=O)c3cnc(N4CCCC4)nc3C)CC2)c1C
    12.0%	.	3.8%
> Cc1cc(OCC(=O)NC(C)c2ccccc2)ccc1[N+](=O)[O-] (stereo not drawn)
    9.1%	-6.7%	0.0%
> Cc1[nH]n(-c2ccccc2)c(=O)c1N=Nc1ccccc1C(=O)N1CCOCC1
    -0.4%	-19.4%	7.6%
> COC(=O)C1=C(O)/C(=C\c2sccc2C)N=C1C
    -2.1%	28.9%	-2.3%

Look-ups from the results shown.
O=C(COc1ccccc1)NCCS(=O)(=O)N1CCN(c2ccccc2)CC1 – FEN1 inh = 0.4%
Cc1[nH]n(-c2ccccc2)c(=O)c1N=Nc1ccccc1C(=O)N1CCOCC1 – FEN1 inh = -0.4%

The results go on.
Order of values: FEN1 inh	N370S GC mod	TDP1 inh
> O=C(Nc1nsc(-c2ccccc2)n1)c1ccc(F)cc1
    16.9%	2.0%	1.2%
> CCCNC(=O)CSc1c2c(nc3ccc(Cl)cc13)CCCC2
    2.6%	.	0.0%
> COc1ccc(-c2nc(N)ncc2-c2ccc(Cl)cc2)c(O)c1
    1.9%	5.2%	.
> CCN(CC)S(=O)(=O)c1cc(NS(=O)(=O)c2cc(Cl)ccc2Cl)ccc1C
    -5.9%	-0.2%	2.4%
> CCC(=O)c1ccc(OCC(=O)OCC(=O)N2CCc3ccccc3C2)cc1
    -10.7%	.	-0.4%[56.1 µM]
> O=C(CSc1cccc[n+]1[O-])c1cc(Cl)ccc1Cl
    5.5%	-24.4%	5.3%
> OCCn1c(-c2ccc(F)cc2)csc1=Nc1ccccc1
    -1.8%	12.4%	7.9%
> CN1CCN(/C=C(\C#N)S(=O)(=O)c2ccc(Cl)cc2)CC1
    0.8%	1.1%	0.0%
> O=[N+]([O-])c1ccc2n[nH]nc2c1
    3.6%&-11.3%	.	1.9%
> Cc1cc(C)cc(C(=O)NC(CC(N)=O)c2ccc(NC3CCCC3)c([N+](=O)[O-])c2)c1 (stereo not drawn)
    -2.5%	-6.3%	.
> CC(=O)c1cccc(CN2CCC(C(=O)Nc3ccc(-c4cccc(C)c4)cc3)CC2)c1
    -14.3%	-14.9%	.
> O=C(N/N=C/c1cc(Cl)ccc1O)c1cccnc1
    -10.9%	-2.8%	.
> COc1ccc(N(CC(=O)NC2CCCC2)S(=O)(=O)c2c(C)[nH]c(=O)[nH]c2=O)cc1
    19.0%	8.91µM*	7.8%
> COC(=O)C(C(=O)OC)c1ccc(NC(=O)c2cccc(Cl)c2)cc1
    -0.7%	0.0%	0.0%
> O=C(Cc1ccccc1)Nc1ccc(NC(=O)C2CCCCC2)nc1
    -1.5%	-5.5%	2.8%
> CCC12CN(C(=O)c3ccc([N+](=O)[O-])cc3)CC(CC)(CN(C(=O)c3ccc([N+](=O)[O-])cc3)C1)C2=O
    -0.4%	6.5%	-3.1%
> O=C(O)c1nn(Cc2ncc(-c3cccc(Cl)c3)o2)c(=O)c2ccccc12
    1.2%	-7.6%	-8.5%
> COc1ccc(-c2cn3c(n2)sc2cc(C(=O)NC(C)C45CC6CC(CC(C6)C4)C5)ccc23)cc1 (stereo not drawn)
    5.0%	.	0.0%
> c1cc2c(cc1OCCNC1CCCC1)CCC2
    .	6.1%	-3.1%
> Cn1c(=NC(=O)COc2ccccc2)sc2cc(F)cc(F)c21
    3.6%	21.7%	5.9%
> CN1CCOCCOCCOCCN(C)C1=S
    0.8%	-5.1%	-1.2%
> CCc1noc(C)c1C(=O)OCC(=O)NCc1ccccc1
    8.2%	.	-2.7%[56.1 µM]
> O=C(COC(=O)Cc1ccsc1)Nc1ccccc1Cl
    -12.0%	.	0.4%
> O=c1c2c3c(sc2nnn1Cc1ccc(Br)cc1)CCCC3
    -3.6%	.	-1.1%
> O=C(O)CCc1nn2cnc3sc4c(c3c2nc1=O)CCCC4
    -12.9%	22.9%	0.0%
> COc1ccc(CCNC(=O)Cc2ccc(NC3=NC4CS(=O)(=O)CC4S3)cc2)c(OC)c1 (stereo not drawn)
    -6.5%	-10.2%	.
> O=C(CCNS(=O)(=O)c1ccc2c(c1)CCC(=O)N2)Nc1ccc(F)c(F)c1
    -2.3%	-6.0%	1.5%
> Cc1ccc(C(C(=O)NCC2CCCO2)N(C(=O)c2snc(C(N)=O)c2N)c2ccccc2)o1 (stereo not drawn)
    9.7%	?	2.6%
> Cc1cc(OCCn2ccnc2)cc(C)c1Cl
    -1.3%	-7.9%	4.1%
> O=C(Nc1ccc(N2CCOCC2)c(Cl)c1)c1cccc(-n2cnnc2)c1
    -2.4%	-10.4%	1.0%
> CCC(CC)C(=O)c1c[nH]c(C(=O)NCCCN2CCOCC2)c1
    -3.0%	5.6%	3.9%
> O=C(NN1CCOCC1)c1cc(-c2ccc(Cl)c(Cl)c2)nc2ccccc12
    7.0%	-5.3%	2.6%
> Cc1ccc(S(=O)(=O)N2CCOCC2)cc1C(=O)Nc1ccncc1
    2.2%	.	1.4%
> COc1ccc(C(=O)N2c3ccccc3C(=O)OC2c2ccc3c(c2)OCO3)cc1 (stereo not drawn)
    -14.4%	-0.2%	0.0%
> O=C(NCC1CCCO1)c1ccccc1 (stereo not drawn)
    -5.1%	3.3%	3.1%
> O=C(CNC(=S)N(Cc1ccccc1F)C1CCCCC1)NC1CC1
    -8.2%	-2.2%	2.2%
> CC(C)(C)NC(=O)NC(=O)CN1CCN(c2ccccc2O)CC1
    6.0%	-2.6%	-1.2%
> O=C(CCCC1=NS(=O)(=O)c2ccccc2N1)N1CCN(c2ccccc2)CC1
    -5.0%	0.4%	5.9%
> CC(C)Nc1nc(Cl)nc(NNC(=O)C(C)Oc2ccccc2)n1 (stereo not drawn)
    3.1%	0.5%	7.1%
> COCCN(C(=O)COC(=O)c1ccccc1Nc1ccccc1)c1c(N)n(Cc2ccccc2)c(=O)[nH]c1=O
    2.5%	-14.1%	.
> CC(=O)Nc1nc(C=C(Cl)Cl)cs1
    -8.4%	-4.5%	-2.2%
> Cc1ccc(-n2nc(C(=O)NN)c(C)c(C#N)c2=O)cc1Cl
    9.5%	-7.5%	.
> CCOC(=O)C1=C(CSc2nc3ccccc3s2)NC(=O)NC1c1cccc([N+](=O)[O-])c1 (stereo not drawn)
    -1.4%	-2.2%	5.9%
> CC(C)CCOc1ccc(/C=C2\CCn3c2nc2cc(C(=O)O)ccc2c3=O)cc1
    -4.3%	3.8%	3.6%
> CC(=O)Nc1cccc(NC(=O)c2cccc(OCc3ccccc3)c2)c1
    0.9%	10.7%	.

3 compounds drawn at random from those above, as already listed:
Order of values: FEN1 inh	N370S GC mod	TDP1 inh
> CSc1ccccc1NC(=O)C1=CC(c2ccc(C)cc2)=NS(=O)(=O)N1C
    -5.3%	13.9%	.
> Cc1cccc(C)c1NC(=O)CNCC(=O)Nc1c(C)cccc1C
    -3.6%	-14.2%	.
> c1ccc(-c2nc3ccccc3[nH]2)nc1
    0.1%	-6.2%	0.0%

Continuation.
Order of values: FEN1 inh	N370S GC mod	TDP1 inh
> O=C(Nc1ccccc1)c1c(F)c(F)c(F)c(F)c1F
    7.3%	5.1%	1.1%
> CCn1ncc(Br)c1C(=O)Nc1c(C)nn(Cc2c(F)c(F)c(F)c(F)c2F)c1C
    9.0%	-11.7%	2.6%
> Cc1ccc(S(=O)(=O)N2CCOCC2)c(C)c1-n1cnnn1
    -5.4%	-2.0%	4.3%
> COC(=O)c1c(NC(=O)C2Cc3ccccc3C(=O)O2)sc2c1CCCC2 (stereo not drawn)
    -6.7%	7.3%	2.7%
> O=C(Nc1ccc2nc(SCCOc3ccccc3Cl)sc2c1)c1cccs1
    -20.0%	.	-3.6%
